aSyn UTR inh: 5' untranslated region of α-synuclein, MLPCN primary screen. alpha-synuclein 5'UTR reporter, inhibitor activity. inhibition, % (tested at 7.5 µM). hit rate 0.82% among 300,000. AID 1813; in the data active = inhibition above about 60%;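 also: H4 neuroglioblastoma cells stably carrying SNCA 5'UTR luciferase fusion; 0% = DMSO wells and 100% = positive control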
KLF5 inhibitor: kruppel-like factor 5 inhibition | DLD-1 KLF5 promoter-luciferase reporter, luminescence | inhibition, % at 5 µM | hit rate 0.23% among 290,000;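 active = inhibition above a per-plate limit of that plate's mean compound inhibition plus 3 SD, cut at about 60% in these data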;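 also: 0% = DMSO wells and 100% = LY294002 at 200 µM; higher means less KLF5 promoter-driven luciferase light; inactives centre near -14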
HSF1 activator: increases HSF-1 driven luciferase reporter signal | NIH3T3-HGL HSF-1 luciferase reporter, MG132, 8 h; 100% = twice DMSO control signal | activation, % at 9 µM | hit rate 1.7% among 300,000 | AID 504408;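 active = mean replicate activation of at least 50% with a set share of replicates each reaching 50%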;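 also: 0% = median of the neutral control wells and 100% = twice that signal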
HSP90 inh: HSP90 refolding inhibition in rabbit reticulocyte lysate; luciferase refolding luminescence, 3 h; inhibition, % at 5.6 µM; hit rate 0.91% among 290,000;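 active = inhibition above the screen-wide mean plus 3 SD, computed separately per campaign, cut at about 16% in these data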;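 also: 0% = DMSO wells and 100% = 60 µM geldanamycin wells; inhibitors lower the luminescence because luciferase stays unfolded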
GSK3beta inhib: blocks human GSK3beta kinase activity; P49841; GST-GSK3beta kinase, ADP-Glo luminescence, 60 min; active compounds read low; activity score (negative = inhibition), % at 10 µM; hit rate 0.038% among 300,000; AID 2097;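 active = more than half of replicate wells score below -50%, meaning over 50% inhibition versus plate controls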;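 also: 0% = median DMSO wells and -100% = median GW8510 positive control wells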
Target sequence (P49841 whole entry, looked up): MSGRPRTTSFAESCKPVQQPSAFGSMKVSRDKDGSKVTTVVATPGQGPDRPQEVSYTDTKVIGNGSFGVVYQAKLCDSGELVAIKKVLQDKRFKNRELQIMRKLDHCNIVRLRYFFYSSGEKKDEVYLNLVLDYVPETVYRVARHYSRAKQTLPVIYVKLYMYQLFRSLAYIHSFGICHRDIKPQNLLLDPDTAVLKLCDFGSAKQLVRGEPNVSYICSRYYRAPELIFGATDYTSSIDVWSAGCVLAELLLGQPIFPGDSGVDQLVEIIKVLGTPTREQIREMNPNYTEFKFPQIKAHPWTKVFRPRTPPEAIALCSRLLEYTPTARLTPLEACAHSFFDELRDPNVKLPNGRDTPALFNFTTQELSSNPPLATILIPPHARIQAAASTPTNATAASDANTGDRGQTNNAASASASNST
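Assay system: GST-fused GSK3beta enzyme, cell-free / Medium: Tris pH 7.5 buffer with MgCl2, DTT, BSA, heparin / Also added: peptide substrate plus 25 µM ATP (final) / Compound: 10 µM single point / Timing: kinase reaction with compound 60 min at room temperature / Detection: ADP-Glo luminescence / Benchmarks: DMSO neutral wells and GW8510 at 20 µM as positive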
PolyA inhibitor: inhibitors of polyadenylation in S. cerevisiae | S. cerevisiae SKY197-pL101 polyadenylation reporter, beta-gal luminescence; efflux-impaired pdr1/pdr3 knockout yeast; score 100 = 6 SD above DMSO | calls only at 12 µM | hit rate 0.02% among 300,000 | AID 1875;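 active = lowest replicate activity score at least 50, where 100 means six control SD above control mean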;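 also: yeast exposed to compound for 9 h at 30 °C; higher score means more reporter readthrough which indicates perturbed polyadenylation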
IEC-6 tox: counter-screen for KLF5 inhibitors: cytotoxicity in IEC-6 cells; IEC-6 cytotoxicity, luminescence viability; inhibition, % at 5 µM; hit rate 0.78% among 290,000; AID 1825; in the data active = inhibition above about 22%;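 also: 0% = plate median of test compound wells and 100% = cytotoxic reference compound wells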
HSF1 inh: HSF1 inhibition; activity change, negative = inhibition, % at 7.5 µM (by protocol); hit rate 0.77% among 300,000; NIH3T3-HGL HSE-luciferase, MG132-induced, luminescence 8 h; active compounds read low;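 active = more than half of replicate wells show activity change below -50%, luminescence cut by over half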;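 also: luciferase reports HSF-1 transcriptional activity via heat shock element; 0% = median of DMSO wells and -100% = zero luminescence signal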
GSK3 alpha inh: blocks human GSK-3 alpha kinase. AID 2650. ADP-Glo luminescence, 60 min. hit rate 0.1% among 320,000. inhibition, % at 10 µM;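 in the data active = inhibition above about 50%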;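 also: GST-tagged GSK-3 alpha with peptide substrate and 25 µM ATP; 0% = DMSO neutral wells and 100% = GW8510 positive control wells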
Target sequence (P49840 whole entry, looked up): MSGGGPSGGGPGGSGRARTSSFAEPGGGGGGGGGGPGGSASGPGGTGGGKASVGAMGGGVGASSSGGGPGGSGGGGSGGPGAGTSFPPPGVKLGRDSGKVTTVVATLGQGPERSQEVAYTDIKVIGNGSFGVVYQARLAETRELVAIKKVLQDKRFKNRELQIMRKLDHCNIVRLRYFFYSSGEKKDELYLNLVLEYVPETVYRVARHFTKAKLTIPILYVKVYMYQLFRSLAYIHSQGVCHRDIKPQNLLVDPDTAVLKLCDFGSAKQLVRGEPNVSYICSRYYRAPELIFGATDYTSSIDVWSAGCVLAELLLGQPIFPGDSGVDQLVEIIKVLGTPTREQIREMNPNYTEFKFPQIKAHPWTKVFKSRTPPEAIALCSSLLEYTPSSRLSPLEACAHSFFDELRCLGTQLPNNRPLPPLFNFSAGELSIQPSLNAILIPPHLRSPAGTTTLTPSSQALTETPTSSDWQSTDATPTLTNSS
AI-2 QS mod: modulators of Vibrio harveyi AI-2 quorum sensing system; Vibrio harveyi JMH597 AI-2 luminescence/OD600 ratio, 9 h; active compounds read low; strain lacks LuxN and CqsS sensors; 0 = neutral-control median; activity change, % at 7.5 µM; hit rate 0.4% among 300,000; AID 2094; in the data active = activity change below about -75%, passing the limit was not always enough;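 also: luminescence divided by OD600 gain over 9 h not by final OD600 alone; inactives centre near 13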
The depositor's hits bear a star; i = inactive; / = not tested or not shown. An excerpt. The share of hits here may be higher or lower than overall.

Letter code: A = aSyn UTR inh; B = KLF5 inhibitor; C = HSF1 activator; D = HSP90 inh; E = GSK3beta inhib; F = PolyA inhibitor; G = IEC-6 tox; H = HSF1 inh; I = GSK3 alpha inh; J = AI-2 QS mod
structure: CN1CC(C(=O)c2ccc(Cl)cc2)C(c2ccc(N(C)C)cc2)C1 (stereo unspecified)
  A: -3 | B: -3 | C: -20 | D: 1 | E: -2 | F: i | G: -3 | H: -24 | I: -3 | J: 33
structure: CN1CCN(c2nc(N)c(Br)c(Cl)n2)CC1
  A: 5 | B: -40 | C: 9 | D: 1 | E: 0 | F: i | G: 0 | H: 7 | I: 0 | J: 37
structure: Cc1ccc2c(c1)C1CN(C)CCC1N2C(=O)Nc1cccc(Cl)c1 (stereo unspecified)
  A: 1 | B: 0 | C: 15 | D: -5 | E: -31 | F: i | G: 4 | H: -5 | I: 12 | J: 21
structure: NC(=O)C1CCN(/C=C2\C(=O)NC(=O)N(Cc3ccco3)C2=O)CC1
  A: 1 | B: -24 | C: 1 | D: -6 | E: -3 | F: i | G: 4 | H: -5 | I: -4 | J: 44
structure: CN1CCCN(C(=O)COc2ccccc2Br)CC1
  A: -16 | B: -15 | C: 3 | D: -3 | E: 5 | F: i | G: -1 | H: -4 | I: 0 | J: 24
structure: CCOc1cc(-c2nc3c(C)cccn3c2NCC2CCCO2)ccc1O (stereo unspecified)
  A: -17 | B: -3 | C: 34 | D: 0 | E: 2 | F: i | G: 5 | H: 12 | I: -3 | J: -5
structure: O=[N+]([O-])c1ccc(N2CCNCC2)c(Cl)c1
  A: -2 | B: -30 | C: 0 | D: 1 | E: 5 | F: i | G: 2 | H: -4 | I: -1 | J: 18
structure: CCCCn1c(O)c(C(CC)=Nc2ccc(C(=O)O)cc2)c(=O)[nH]c1=O
  A: 12 | B: -17 | C: -3 | D: -1 | E: 0 | F: i | G: 2 | H: -4 | I: -3 | J: 18
structure: CCN(CC)c1ccc(C=C2C(=O)N(C)C(=S)N(C)C2=O)o1
  A: -86 | B: -6 | C: 4 | D: 3 | E: 3 | F: i | G: -1 | H: -2 | I: 0 | J: 3
structure: CSc1ccc(CNC2CN3CCC2CC3)cc1 (stereo unspecified)
  A: 0 | B: -15 | C: 10 | D: -5 | E: 3 | F: i | G: 0 | H: 17 | I: -2 | J: 3

Letter code: A = aSyn UTR inh; B = KLF5 inhibitor; C = HSF1 activator; D = HSP90 inh; E = GSK3beta inhib; F = PolyA inhibitor; G = IEC-6 tox; H = HSF1 inh; I = GSK3 alpha inh; J = AI-2 QS mod
structure: C/C(=N\N(C)c1ccccc1)c1c(O)[nH]c(=O)[nH]c1=O
  A: 22 | B: -3 | C: 21 | D: 5 | E: 2 | F: i | G: 5 | H: -6 | I: 2 | J: 21
structure: O=C1NC(=S)N(c2ccccc2)C(=O)C1C(c1ccncc1)C1C(=O)NC(=S)N(c2ccccc2)C1=O (stereo unspecified)
  A: 7 | B: -45 | C: 25 | D: -6 | E: 1 | F: i | G: 0 | H: 18 | I: 0 | J: 21
structure: Brc1ccc(-[n+]2c(-c3ccccc3)cc(-c3ccccc3)cc2-c2ccccc2)cc1
  A: 44 | B: / | C: 14 | D: / | E: -1 | F: i | G: / | H: 17 | I: 1 | J: 3
structure: COc1ccc(CN2CCN(C(=O)Cc3ccccc3)CC2)c(OC)c1
  A: 20 | B: -21 | C: 1 | D: 0 | E: 3 | F: i | G: -3 | H: 4 | I: 4 | J: 80
structure: CC1(C)CC(n2[nH]c(=O)c3c2NC(=O)CSC3c2ccccc2)CCO1 (stereo unspecified)
  A: 23 | B: -20 | C: -5 | D: 2 | E: 1 | F: i | G: -1 | H: -1 | I: -2 | J: 8
structure: COc1ccc(O)c(CN2CCCC(C(=O)c3sccc3C)C2)c1 (stereo unspecified)
  A: 14 | B: -12 | C: 16 | D: 0 | E: 2 | F: i | G: 1 | H: 7 | I: -2 | J: 22
structure: COc1ccc(-n2c(-c3ccccc3Br)nc3ccccc3c2=O)cc1
  A: -17 | B: -26 | C: -10 | D: -3 | E: 0 | F: i | G: 0 | H: 5 | I: 4 | J: 6
structure: CCOc1cc2c(cc1OCC)-n1cccc1C(c1cccc([N+](=O)[O-])c1)NC2 (stereo unspecified)
  A: 2 | B: 10 | C: 11 | D: 1 | E: 3 | F: i | G: -1 | H: 8 | I: -6 | J: -15
structure: C(=NC12CN3CN(CN(C3)C1)C2)c1cccs1
  A: -13 | B: 6 | C: 8 | D: 1 | E: 0 | F: i | G: 3 | H: -5 | I: 0 | J: 20
structure: CC(C)=CCOc1c2occc2cc2ccc(=O)oc12
  A: 13 | B: 8 | C: -5 | D: 2 | E: 4 | F: i | G: 9 | H: -5 | I: 2 | J: 11

Letter code: A = aSyn UTR inh; B = KLF5 inhibitor; C = HSF1 activator; D = HSP90 inh; E = GSK3beta inhib; F = PolyA inhibitor; G = IEC-6 tox; H = HSF1 inh; I = GSK3 alpha inh; J = AI-2 QS mod
structure: CCN(CC)C(=O)c1ccc(NC(=O)Cn2nc(C)c3ccccc3c2=O)cc1
  A: 11 | B: -13 | C: -5 | D: 6 | E: -2 | F: i | G: 0 | H: 2 | I: 1 | J: -88*
structure: Cc1ccc2c(c1)N(N=O)CCC2
  A: 13 | B: -14 | C: 5 | D: -4 | E: 0 | F: i | G: -12 | H: -2 | I: -2 | J: 12
structure: CNCC1(c2ccccc2)CCCC1
  A: -6 | B: -19 | C: 19 | D: 2 | E: 2 | F: i | G: 1 | H: -7 | I: / | J: 3
structure: NC(=O)c1cc(N2CC2)c([N+](=O)[O-])cc1[N+](=O)[O-]
  A: 47 | B: / | C: 6 | D: / | E: 3 | F: i | G: / | H: -1 | I: -4 | J: -21
structure: CC(CO)(CO)N=Cc1c(O)n(-c2cccc3ccccc23)c(=O)[nH]c1=O
  A: -16 | B: -4 | C: 0 | D: -2 | E: 4 | F: i | G: -5 | H: -7 | I: 0 | J: 9
structure: N=C1c2ccccc2CN1c1cccc([N+](=O)[O-])c1
  A: 1 | B: 0 | C: -1 | D: 1 | E: 4 | F: i | G: -4 | H: -9 | I: -1 | J: 20
structure: CN1CCN(c2nc3ccccc3o2)CC1
  A: -18 | B: -30 | C: 17 | D: 1 | E: 3 | F: i | G: 0 | H: -3 | I: 0 | J: 5
structure: CCCCc1ccc(NC2=NCCCS2)cc1
  A: -35 | B: -31 | C: -7 | D: 2 | E: 0 | F: i | G: 8 | H: -1 | I: 3 | J: 11
structure: COc1ccccc1N1CCN(Cc2ccccc2Cl)CC1
  A: -11 | B: -27 | C: -5 | D: 5 | E: -1 | F: i | G: -3 | H: -3 | I: 1 | J: -3
structure: CCOC(=O)CNC(=S)N1CC2C[C@@H](C1)Cn1c2cccc1=O
  A: 2 | B: -18 | C: -6 | D: 3 | E: 1 | F: i | G: 2 | H: -8 | I: -3 | J: 7

Letter code: A = aSyn UTR inh; B = KLF5 inhibitor; C = HSF1 activator; D = HSP90 inh; E = GSK3beta inhib; F = PolyA inhibitor; G = IEC-6 tox; H = HSF1 inh; I = GSK3 alpha inh; J = AI-2 QS mod
structure: CCCCC(=O)N/N=C/c1c(O)n(CCC2=CCCCC2)c(=O)[nH]c1=O
  A: 36 | B: 20 | C: -4 | D: 2 | E: 2 | F: i | G: 0 | H: 1 | I: -1 | J: 121
structure: CC(=O)O[C@@H]1/C=C/[C@](C)(O)C[C@@H](C)C/C=C/[C@H]2[C@H](O)[C@@](C)(O)[C@@H](C)[C@H]3[C@H](Cc4ccccc4)NC(=O)[C@@]312
  A: 2 | B: / | C: 4 | D: / | E: 2 | F: i | G: / | H: 4 | I: -3 | J: 1
structure: CCCCCCCSc1cc(OC)c(CCNC)cc1OC
  A: 121* | B: -37 | C: 1 | D: -2 | E: -7 | F: i | G: -1 | H: 4 | I: 9 | J: -5
structure: C[N+](C)(N)CCOC(=O)C(O)(c1ccccc1)C1CCCCC1 (stereo unspecified)
  A: 2 | B: / | C: -14 | D: / | E: 0 | F: i | G: / | H: -7 | I: 1 | J: 20
structure: CCc1nn(CC(=O)N2CCC3(CC2)OCCO3)c(=O)c2cccn12
  A: 6 | B: -2 | C: -5 | D: -4 | E: 5 | F: i | G: -8 | H: 0 | I: -9 | J: 20
structure: Fc1ccc2c(c1)nnn2C1CCN(Cc2nnnn2C2CCCCC2)CC1
  A: 13 | B: -9 | C: 5 | D: -3 | E: -2 | F: i | G: 5 | H: -3 | I: 1 | J: 2
structure: COc1ccc(CNCCc2cccc(F)c2)c2ccccc12
  A: 24 | B: -17 | C: -19 | D: 0 | E: -1 | F: i | G: 15 | H: -1 | I: 0 | J: 31
structure: COC(=O)C(c1ccccc1)N1CCCCCC1 (stereo unspecified)
  A: 8 | B: -12 | C: 2 | D: 3 | E: 2 | F: i | G: 2 | H: 0 | I: -5 | J: 20
structure: Cc1cccc(N2C(=O)CC(=O)NC2=O)c1
  A: 2 | B: -18 | C: -6 | D: -2 | E: -1 | F: i | G: -11 | H: -5 | I: -2 | J: 15
structure: CN1CCc2nc(SCc3cccc(Br)c3)c(C#N)cc2C1
  A: 14 | B: -28 | C: 21 | D: 1 | E: 2 | F: i | G: 0 | H: 11 | I: -3 | J: 8
structure: CCOc1cc(CNCCc2ccccc2F)ccc1OC
  A: -7 | B: -1 | C: 3 | D: 2 | E: -18 | F: i | G: 5 | H: -6 | I: 0 | J: 19
structure: N#CC1(c2ccccc2)CCN(C2CC(=O)N(c3ccc4c(c3)OCO4)C2=O)CC1 (stereo unspecified)
  A: 17 | B: -24 | C: -7 | D: -2 | E: 0 | F: i | G: -3 | H: -3 | I: / | J: 6

An excerpt from above with just HSP90 inh and aSyn UTR inh:
| smiles | HSP90 inh | aSyn UTR inh |
| --- | --- | --- |
| CN1CCc2nc(SCc3cccc(Br)c3)c(C#N)cc2C1 | 1 | 14 |
| CCOc1cc(CNCCc2ccccc2F)ccc1OC | 2 | -7 |

Seven entries from above in a different format:
Structure,aSyn UTR inh,KLF5 inhibitor,HSF1 activator,HSP90 inh,GSK3beta inhib,PolyA inhibitor,IEC-6 tox,HSF1 inh,GSK3 alpha inh,AI-2 QS mod
CCCCC(=O)N/N=C/c1c(O)n(CCC2=CCCCC2)c(=O)[nH]c1=O,36,20,-4,2,2,i,0,1,-1,121
CC(=O)O[C@@H]1/C=C/[C@](C)(O)C[C@@H](C)C/C=C/[C@H]2[C@H](O)[C@@](C)(O)[C@@H](C)[C@H]3[C@H](Cc4ccccc4)NC(=O)[C@@]312,2,/,4,/,2,i,/,4,-3,1
CCCCCCCSc1cc(OC)c(CCNC)cc1OC,121*,-37,1,-2,-7,i,-1,4,9,-5
C[N+](C)(N)CCOC(=O)C(O)(c1ccccc1)C1CCCCC1 (stereo unspecified),2,/,-14,/,0,i,/,-7,1,20
CCc1nn(CC(=O)N2CCC3(CC2)OCCO3)c(=O)c2cccn12,6,-2,-5,-4,5,i,-8,0,-9,20
Fc1ccc2c(c1)nnn2C1CCN(Cc2nnnn2C2CCCCC2)CC1,13,-9,5,-3,-2,i,5,-3,1,2
COc1ccc(CNCCc2cccc(F)c2)c2ccccc12,24,-17,-19,0,-1,i,15,-1,0,31

High-throughput results: PubChem BioAssay, several laboratories
